Screens (PubChem)
INS-1E ATP HTS = INS-1E beta cell protection from cytokine death | INS-1E cytokine-induced death, ATP luminescence, 48 h; normalised: neutral wells 0, positive control 100 | protection from cytokine-induced ATP loss, % at 10 µM | 0.1% of 20,000 active | AID 488910;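 active = mean replicate protection from cytokine-induced ATP loss at least 50% and at least 75% of replicates each reaching 50%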
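assay system = INS-1E rat insulinoma cells | amount = 8000 cells per well | medium = phenol-red-free RPMI with 5% fetal bovine serum | doses = one compound concentration, pin transfer | timing = 48 h cytokine plus compound treatment, 10 min reagent incubation | also added = IL-1β, TNF-α and IFN-γ cytokine mix | signal = CellTiter-Glo luminescence measuring cellular ATP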
T cruzi HTS = intracellular Trypanosoma cruzi inhibition; intracellular Trypanosoma cruzi in host cells, plate reader; activity score (inhibition), % at 5.01 µM; 4.9% of 22,000 active; in the data active = activity score above about 55%;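 also: parasites and compound incubated about four days before reading; 0% = median of neutral control wells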
* = called active by the depositor; . = no result given.

SMILES	INS-1E ATP HTS	T cruzi HTS
C[C@@H]1CN([C@@H](C)CO)C(=O)c2cccc(NS(=O)(=O)c3ccc(F)cc3)c2O[C@@H]1CN(C)Cc1ccc2c(c1)OCO2	0	-11
C[C@H](CO)N1C[C@H](C)[C@@H](CN(C)Cc2ccc3c(c2)OCO3)Oc2ccc(N(C)C)cc2C1=O	-4	6
COc1cccc(S(=O)(=O)N(C)C[C@@H]2Oc3ncc(-c4ccccc4)cc3C(=O)N([C@H](C)CO)C[C@@H]2C)c1	0	31
C[C@@H]1CN([C@H](C)CO)C(=O)c2cccc(NS(=O)(=O)c3ccccc3)c2O[C@@H]1CN(C)S(C)(=O)=O	9	-18
COc1ccc(CN(C)C[C@@H]2OCCCC[C@@H](C)Oc3ccc(NS(=O)(=O)c4ccc(F)cc4)cc3C(=O)N([C@H](C)CO)C[C@@H]2C)cc1	-7	-2
COc1ccc(NC(=O)N(C)C[C@@H]2Oc3c(NC(=O)C4CCOCC4)cccc3C(=O)N([C@H](C)CO)C[C@@H]2C)cc1	6	-16
C[C@H]1CN([C@@H](C)CO)C(=O)Cc2cc(NC(=O)Cc3ccccc3)ccc2O[C@@H]1CN(C)S(=O)(=O)c1ccc(F)cc1	13	-30
CC(C)NC(=O)N(C)C[C@H]1Oc2c(NC(=O)Nc3ccc(C(F)(F)F)cc3)cccc2C(=O)N([C@@H](C)CO)C[C@H]1C	-61	30
Cc1noc(C)c1NC(=O)N(C)C[C@@H]1Oc2ccc(NS(=O)(=O)c3cn(C)cn3)cc2CC(=O)N([C@@H](C)CO)C[C@@H]1C	-1	-8
Cc1cc(C(=O)Nc2cccc3c2O[C@@H](CN(C)Cc2ccc(-c4ccccc4)cc2)[C@H](C)CN([C@@H](C)CO)C3=O)n(C)n1	-20	17
C[C@H](CO)N1C[C@H](C)[C@H](CN(C)Cc2ccc(C(=O)O)cc2)OCc2cnnn2CCCC1=O	12	-5
COc1ccc(S(=O)(=O)Nc2ccc3c(c2)C(=O)N([C@@H](C)CO)C[C@H](C)[C@H](CN(C)S(=O)(=O)c2ccc(F)cc2)O3)cc1	-12	9
COc1ccc(S(=O)(=O)N(C)C[C@@H]2Oc3c(NC(=O)C4CCOCC4)cccc3C(=O)N([C@@H](C)CO)C[C@@H]2C)cc1	5	-6
Cc1noc(C)c1S(=O)(=O)N(C)C[C@@H]1Oc2c(NC(=O)C3CCCCC3)cccc2C(=O)N([C@@H](C)CO)C[C@@H]1C	1	0
Cc1ccc(S(=O)(=O)Nc2ccc3c(c2)C(=O)N([C@@H](C)CO)C[C@@H](C)[C@H](CN(C)Cc2ccccc2)O3)cc1	10	7
C[C@@H]1CN([C@H](C)CO)C(=O)c2cccc(NC(=O)NC3CCCCC3)c2O[C@H]1CN(C)Cc1ccccc1	8	23
COc1ccc(CN(C)C[C@@H]2Oc3c(NC(=O)Nc4ccc(C(F)(F)F)cc4)cccc3C(=O)N([C@@H](C)CO)C[C@H]2C)cc1	-95	67*
Cc1noc(C)c1NC(=O)Nc1cccc2c1O[C@H](CN(C)S(=O)(=O)c1ccc(F)cc1)[C@H](C)CN([C@H](C)CO)C2=O	3	-5
C[C@@H]1CCCCO[C@H](CN(C)S(C)(=O)=O)[C@@H](C)CN([C@H](C)CO)C(=O)c2cc(NC(=O)CCCN(C)C)ccc2O1	7	-10
C[C@@H]1CN([C@H](C)CO)C(=O)c2cc(NS(=O)(=O)c3ccc(Cl)cc3)ccc2O[C@H]1CN(C)C(=O)Nc1cccc2ccccc12	-3	-10

The closing 7 entries of the part above open the next one.
SMILES	INS-1E ATP HTS	T cruzi HTS
Cc1noc(C)c1S(=O)(=O)N(C)C[C@@H]1Oc2c(NC(=O)C3CCCCC3)cccc2C(=O)N([C@@H](C)CO)C[C@@H]1C	1	0
Cc1ccc(S(=O)(=O)Nc2ccc3c(c2)C(=O)N([C@@H](C)CO)C[C@@H](C)[C@H](CN(C)Cc2ccccc2)O3)cc1	10	7
C[C@@H]1CN([C@H](C)CO)C(=O)c2cccc(NC(=O)NC3CCCCC3)c2O[C@H]1CN(C)Cc1ccccc1	8	23
COc1ccc(CN(C)C[C@@H]2Oc3c(NC(=O)Nc4ccc(C(F)(F)F)cc4)cccc3C(=O)N([C@@H](C)CO)C[C@H]2C)cc1	-95	67*
Cc1noc(C)c1NC(=O)Nc1cccc2c1O[C@H](CN(C)S(=O)(=O)c1ccc(F)cc1)[C@H](C)CN([C@H](C)CO)C2=O	3	-5
C[C@@H]1CCCCO[C@H](CN(C)S(C)(=O)=O)[C@@H](C)CN([C@H](C)CO)C(=O)c2cc(NC(=O)CCCN(C)C)ccc2O1	7	-10
C[C@@H]1CN([C@H](C)CO)C(=O)c2cc(NS(=O)(=O)c3ccc(Cl)cc3)ccc2O[C@H]1CN(C)C(=O)Nc1cccc2ccccc12	-3	-10
COc1ccc(S(=O)(=O)N(C)C[C@H]2OCCCC[C@@H](C)Oc3ccc(NS(C)(=O)=O)cc3C(=O)N([C@H](C)CO)C[C@@H]2C)cc1	-3	8
C[C@H](CO)N1C[C@H](C)[C@@H](CN(C)S(=O)(=O)c2cccs2)Oc2c(NC(=O)Nc3ccc(F)cc3)cccc2C1=O	2	4
C[C@@H]1CN([C@@H](C)CO)C(=O)c2cc(NS(=O)(=O)c3ccc(F)cc3)ccc2O[C@H]1CN(C)C(=O)Nc1ccccc1	4	-6
C[C@H](CO)N1C[C@H](C)[C@@H](CN(C)Cc2ccc(-c3ccccc3)cc2)Oc2c(NS(C)(=O)=O)cccc2C1=O	-4	-2
CNC[C@@H]1OCCCC[C@@H](C)Oc2ccc(NS(=O)(=O)c3ccc(C)cc3)cc2C(=O)N([C@H](C)CO)C[C@@H]1C	1	2
C[C@H]1CN([C@@H](C)CO)C(=O)c2cc(NS(C)(=O)=O)ccc2O[C@H]1CN(C)Cc1ccc2c(c1)OCO2	-8	-17
C[C@H](CO)N1C[C@H](C)[C@H](CN(C)S(=O)(=O)c2ccc(F)cc2)OCc2cnnn2CCCC1=O	.	-7
C[C@@H]1CN([C@H](C)CO)C(=O)Cc2cc(N(C)C)ccc2O[C@H]1CN(C)S(=O)(=O)c1ccc(F)cc1	6	4
Cc1noc(C)c1NC(=O)N(C)C[C@@H]1Oc2ccc(NC(=O)Cc3cn(C)c4ccccc34)cc2CC(=O)N([C@@H](C)CO)C[C@@H]1C	4	-6
C[C@H]1CN([C@@H](C)CO)C(=O)c2cccc(NC(=O)Nc3ccc(C(F)(F)F)cc3)c2O[C@@H]1CN(C)Cc1ccc(-c2ccccc2)cc1	-47	-21
Cc1noc(C)c1NC(=O)N(C)C[C@H]1Oc2ccc(NC(=O)Nc3cccc4ccccc34)cc2C(=O)N([C@@H](C)CO)C[C@H]1C	8	12
C[C@H](CO)N1C[C@H](C)[C@@H](CN(C)C(=O)Nc2ccc(F)cc2)Oc2ccc(NC(=O)CCN3CCOCC3)cc2C1=O	-4	-20
CNC[C@H]1Oc2ccc(NC(=O)C3CC3)cc2C(=O)N([C@@H](C)CO)C[C@H]1C	.	-7
COC(=O)CCCCCCC(=O)N/N=C/c1sccc1C	3	-9
C[C@@H]1CN([C@H](C)CO)C(=O)c2cc(N(C)C)ccc2O[C@H]1CN(C)C(=O)Nc1cccc2ccccc12	4	-4
C[C@@H]1CN([C@H](C)CO)C(=O)CCCn2nncc2CO[C@H]1CN(C)S(=O)(=O)c1ccc(F)cc1	.	-3
Cc1ccc(S(=O)(=O)Nc2ccc3c(c2)C(=O)N([C@H](C)CO)C[C@H](C)[C@H](CN(C)Cc2ccccc2)O3)cc1	-5	-6
C[C@H](CO)N1C[C@H](C)[C@H](CN(C)S(=O)(=O)c2ccccc2)Oc2c(NC(=O)c3cnccn3)cccc2C1=O	8	8
C[C@H](CO)N1C[C@H](C)[C@@H](CN(C)S(=O)(=O)c2ccc(C#N)cc2)OCc2cn(nn2)CCCC1=O	.	-15
COc1ccc(NC(=O)Nc2ccc3c(c2)CC(=O)N([C@@H](C)CO)C[C@@H](C)[C@@H](CN(C)C(=O)Nc2ccc4c(c2)OCO4)O3)cc1	1	-12
C[C@H](CO)N1C[C@H](C)[C@H](CN(C)CC2CC2)OCc2cn(nn2)CCCC1=O	.	-7
COc1ccc(S(=O)(=O)Nc2ccc3c(c2)CC(=O)N([C@H](C)CO)C[C@H](C)[C@H](CN(C)S(=O)(=O)c2ccccc2)O3)cc1	-1	6
C[C@@H]1CN([C@@H](C)CO)C(=O)CCCn2nncc2CO[C@H]1CN(C)Cc1cccc(C(F)(F)F)c1	-8	5
COc1ccc(/C=N/NC(=O)CCCCCC(=O)Nc2ccccc2O)cc1	8	6
COc1ccc(-c2cnc3c(c2)C(=O)N([C@H](C)CO)C[C@H](C)[C@H](CN(C)S(=O)(=O)c2ccc(C)cc2)O3)cc1	.	34
C[C@H]1CN([C@@H](C)CO)C(=O)c2cc(NC(=O)C3CCCCC3)ccc2O[C@@H]1CN(C)Cc1ccc(C(F)(F)F)cc1	-18	21
C[C@@H]1CN([C@@H](C)CO)C(=O)c2cc(NS(=O)(=O)c3cn(C)cn3)ccc2O[C@H]1CN(C)Cc1ccc(-c2ccccc2)cc1	0	-6
C[C@H](CO)N1C[C@H](C)[C@H](CN(C)C(=O)Nc2ccc3c(c2)OCO3)Oc2ccc(NC(=O)CCCN(C)C)cc2C1=O	2	5
C[C@@H]1CN([C@H](C)CO)C(=O)c2cccc(NC(=O)C3CCOCC3)c2O[C@H]1CN(C)C(=O)Nc1cccc2ccccc12	10	-19
C[C@@H]1CN([C@H](C)CO)C(=O)c2cc(NC(=O)CCCN(C)C)ccc2O[C@@H]1CN(C)C(=O)Nc1ccc2c(c1)OCO2	-1	5
C[C@H]1CN([C@@H](C)CO)C(=O)c2cc(NS(C)(=O)=O)ccc2O[C@@H]1CN(C)S(=O)(=O)c1cn(C)cn1	-1	-17
C[C@H]1CN([C@@H](C)CO)C(=O)Cc2cc(NC(=O)Cc3cn(C)c4ccccc34)ccc2O[C@@H]1CN(C)C(=O)Nc1ccccc1	3	-3
C[C@H]1CN([C@@H](C)CO)C(=O)CCCn2cc(nn2)CO[C@@H]1CN(C)S(=O)(=O)c1ccc(F)cc1	6	-13
C[C@H]1CN([C@@H](C)CO)C(=O)CCCn2nncc2CO[C@H]1CN(C)Cc1ccc(C(=O)O)cc1	.	-13
CNC[C@@H]1Oc2c(NC(=O)c3cnccn3)cccc2C(=O)N([C@H](C)CO)C[C@H]1C	2	-29
C[C@H]1CN([C@@H](C)CO)C(=O)c2cccc(NC(=O)Nc3cccc4ccccc34)c2O[C@H]1CN(C)Cc1ccc(C(=O)O)cc1	-1	-19
C[C@@H]1CN([C@H](C)CO)C(=O)Cc2cc(NS(=O)(=O)c3cccs3)ccc2O[C@@H]1CN(C)Cc1ccncc1	5	9
C[C@H]1CN([C@@H](C)CO)C(=O)CCCn2cc(nn2)CO[C@@H]1CN(C)C(=O)c1ccc2ccn(C)c2c1	.	-5
C[C@H](CO)N1C[C@H](C)[C@@H](CN(C)C(=O)Nc2ccccc2)Oc2c(NC(=O)Nc3cccc4ccccc34)cccc2C1=O	4	68*
C[C@H]1CN([C@@H](C)CO)C(=O)CCCn2cc(nn2)CO[C@@H]1CN(C)S(=O)(=O)c1ccccc1C#N	13	-20

The final three compounds of the section above lead into the next:
SMILES	INS-1E ATP HTS	T cruzi HTS
C[C@H]1CN([C@@H](C)CO)C(=O)CCCn2cc(nn2)CO[C@@H]1CN(C)C(=O)c1ccc2ccn(C)c2c1	.	-5
C[C@H](CO)N1C[C@H](C)[C@@H](CN(C)C(=O)Nc2ccccc2)Oc2c(NC(=O)Nc3cccc4ccccc34)cccc2C1=O	4	68*
C[C@H]1CN([C@@H](C)CO)C(=O)CCCn2cc(nn2)CO[C@@H]1CN(C)S(=O)(=O)c1ccccc1C#N	13	-20
Cc1noc(C)c1NC(=O)N(C)C[C@@H]1Oc2c(NC(=O)NC3CCCCC3)cccc2C(=O)N([C@H](C)CO)C[C@@H]1C	7	-10
C[C@@H]1CN([C@H](C)CO)C(=O)Cc2cc(NC(=O)Cn3cnnn3)ccc2O[C@H]1CN(C)Cc1ccccc1	-1	-2
C[C@@H]1CN([C@@H](C)CO)C(=O)CCCn2nncc2CO[C@@H]1CN(C)C(=O)CCC(F)(F)F	.	-19
C[C@@H]1CN([C@@H](C)CO)C(=O)c2cc(NS(=O)(=O)c3cn(C)cn3)ccc2O[C@H]1CN(C)S(C)(=O)=O	.	-7
C[C@@H]1CCCCO[C@@H](CN(C)Cc2ccncc2)[C@@H](C)CN([C@H](C)CO)C(=O)c2cc(NC(=O)Cc3ccccc3)ccc2O1	-2	1
CCCN(C)C[C@H]1OCCCC[C@@H](C)Oc2ccc(NC(=O)C3CCCCC3)cc2C(=O)N([C@H](C)CO)C[C@@H]1C	2	34
Cc1ccc(S(=O)(=O)N(C)C[C@H]2Oc3c(NS(C)(=O)=O)cccc3C(=O)N([C@H](C)CO)C[C@@H]2C)cc1	0	0
Cc1cc(C(=O)Nc2cccc3c2O[C@H](CN(C)Cc2ccc(C(=O)O)cc2)[C@H](C)CN([C@H](C)CO)C3=O)n(C)n1	8	-12
C[C@@H]1CN([C@@H](C)CO)C(=O)c2cccc(NS(=O)(=O)c3cccs3)c2O[C@@H]1CN(C)C	19	14
C[C@H](CO)N1C[C@H](C)[C@@H](CN(C)Cc2ccc(Cl)c(Cl)c2)Oc2ccc(NC(=O)CCCN(C)C)cc2C1=O	1	-4
C[C@H]1CN([C@@H](C)CO)C(=O)c2cccc(NS(=O)(=O)c3ccc(Cl)cc3)c2O[C@H]1CN(C)CC1CCCCC1	7	10
C[C@H]1CN([C@@H](C)CO)C(=O)c2cc(NS(=O)(=O)c3ccccc3)ccc2O[C@H]1CN(C)S(=O)(=O)c1cn(C)cn1	0	-16
COc1ccc(NC(=O)N(C)C[C@H]2Oc3ccc(N(C)C)cc3C(=O)N([C@H](C)CO)C[C@H]2C)cc1	1	-14

Random draw from the library; 5.6% or so of the library scored in one or more.
